KLK5 inh: kallikrein 5 (human) inhibition; AID 873; recombinant hK5, fluorogenic AMC substrate cleavage; inhibition, % at 5 µM; actives 0.59% (n = 210,000); Q9Y337;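 active = inhibition of 40% or more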;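 also: 0% = enzyme controls without compound and 100% = no-enzyme blanks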
p97 inhibitor: blocks human p97 ATPase activity | inhibition, % at 8 µM | recombinant p97 ATPase, Kinase-Glo ATP luminescence, 3 h | actives 0.42% (n = 220,000); in the data active = inhibition above about 15%;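 also: 0% = DMSO vehicle and 100% = wells lacking enzyme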
FXIa inh 1536: inhibitors of human coagulation factor XIa; P03951; purified FXIa, Boc-Glu-Ala-Arg-AMC fluorogenic substrate; inhibition, % at 5 µM; actives 0.14% (n = 220,000);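 active = inhibition of at least 40%; inactive = inhibition below 40%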;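 also: fluorescence of freed AMC excited at 355 nm; 0% = enzyme without compound and 100% = no enzyme blank; many of its hits are not listed in these tables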
FXIIa inh: factor XIIa (human) inhibition; actives 0.3% (n = 220,000); AID 800; purified FXIIa, Boc-QGR-AMC fluorogenic substrate, 2 h; inhibition, % at 5 µM; in the data active = inhibition above about 40%;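 also: 0% = enzyme with no compound and 100% = blank without enzyme; many of its hits are not listed in these tables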
eIF4E-4G inh: inhibitors of eIF4E and eIF4G interaction in translation initiation; P63073+Q04637; TR-FRET eIF4E-eIF4GI(517-606) binding, 2 h; inhibition, % at 21.7 µM; actives 0.37% (n = 220,000); AID 782;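 active = inhibition above about 30%, limit read from the data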;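 also: 0% = full FRET control wells and 100% = background wells lacking eIF4GI fragment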
Rad51 HR inh: Rad51 (human) homologous recombination inhibition. inhibition, % at 10 µM. hRad51 DNA strand exchange, fluorescence dequenching. actives 0.085% (n = 200,000). Q06609. AID 1385;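 active = inhibition above 40% at the single screening dose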;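 also: 0% = DMSO control wells and 100% = blanks with heterologous ssDNA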
Target sequence (Q06609 whole entry, looked up): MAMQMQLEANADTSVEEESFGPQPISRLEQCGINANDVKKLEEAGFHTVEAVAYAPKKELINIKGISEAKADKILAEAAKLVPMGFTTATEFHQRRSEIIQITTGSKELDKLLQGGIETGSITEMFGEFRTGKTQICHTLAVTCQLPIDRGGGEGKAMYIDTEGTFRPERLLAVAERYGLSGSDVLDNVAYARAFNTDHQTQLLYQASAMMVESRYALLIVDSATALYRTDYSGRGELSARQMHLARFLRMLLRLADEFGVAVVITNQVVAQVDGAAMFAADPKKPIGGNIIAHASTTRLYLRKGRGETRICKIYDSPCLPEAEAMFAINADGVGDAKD
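Material: hRad51 filaments on single-stranded DNA; Reagent: Donor/quencher-labelled 47-bp dsDNA substrate; Compound: 10 µM final, single point; Schedule: 37 °C 15-min filament assembly, 30-min compound preincubation, 15-min exchange; Technique: FRET fluorescence, excitation 485 nm, emission 520 nm; Benchmarks: control wells and blank wells on each plate.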
Mdm2 ligase inh: inhibitors of human Mdm2 E3 ubiquitin ligase | AID 1230 | actives 0.11% (n = 210,000) | cell-based MDM2 ubiquitination luciferase reporter, 2 h; 0 = plate control, 100 = twice control, blank-subtracted | signal enhancement, % at 5 µM | Q00987;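 active = signal enhancement of 30% or more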;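 also: luminescence tracks abundance of the self-degrading MDM2-luciferase fusion protein; higher signal means inhibition of MDM2 E3 ligase activity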
Target sequence (Q00987 whole entry, looked up, the tested form may be a part): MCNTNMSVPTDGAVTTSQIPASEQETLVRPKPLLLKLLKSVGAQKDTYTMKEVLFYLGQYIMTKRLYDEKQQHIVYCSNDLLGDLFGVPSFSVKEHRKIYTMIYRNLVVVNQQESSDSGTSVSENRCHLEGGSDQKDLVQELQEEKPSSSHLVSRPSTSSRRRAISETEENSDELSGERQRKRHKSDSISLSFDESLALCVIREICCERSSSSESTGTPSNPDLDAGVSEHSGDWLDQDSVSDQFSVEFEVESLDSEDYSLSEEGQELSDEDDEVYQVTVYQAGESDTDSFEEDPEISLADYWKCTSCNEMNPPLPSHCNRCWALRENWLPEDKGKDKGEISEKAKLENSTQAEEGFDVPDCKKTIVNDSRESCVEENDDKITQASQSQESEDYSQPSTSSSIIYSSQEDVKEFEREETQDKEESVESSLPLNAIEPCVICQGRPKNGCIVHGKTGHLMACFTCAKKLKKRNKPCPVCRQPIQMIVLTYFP
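Timing – 2 h compound exposure at 37 °C · Assay system – mammalian cells stably expressing self-ubiquitinating, self-degrading MDM2 E3–luciferase fusion · Amount – 2000 cells seeded into each well · Measure – % luminescence enhancement versus blank-corrected plate control mean · Measured by – SteadyLite luminescence, 15 min reagent step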
Wee1 degr inh: blocks degradation of human Wee1 kinase | HeLa Luc-Wee1K328M stability, luciferase luminescence; 100% = proteasome inhibitor MG132 effect | reporter increase, % at 5 µM | actives 1.2% (n = 220,000) | AID 1321 | P30291;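 active = activation above the mean of all tested compounds plus 3 SD, set per screening run, cut at about 8.8% in these data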;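 also: cells exposed to compound for 20 h before luminescence read; 0% = DMSO alone and 100% = MG132 at 30 µM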
14-3-3 Bad PPI: disrupts binding of bovine 14-3-3 zeta to phospho-Bad peptide; P63103; inhibition, % at 21.7 µM; TR-FRET 14-3-3zeta/Dy647-pBad peptide displacement, 1 h; actives 0.71% (n = 220,000);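 active = inhibition above about 70%, limit read from the data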;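 also: 0% = full 14-3-3 plus peptide FRET controls and 100% = background without 14-3-3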
An asterisk follows results filed as active; . = not tested or not shown; [ ] = remark or other dose.

Letter code: A = KLK5 inh; B = p97 inhibitor; C = FXIa inh 1536; D = FXIIa inh; E = eIF4E-4G inh; F = Rad51 HR inh; G = Mdm2 ligase inh; H = Wee1 degr inh; I = 14-3-3 Bad PPI
1. Cn1cc(C(=O)NCc2cccnc2)c(=O)c2cc(S(=O)(=O)N3CCCCCC3)ccc21
  A: 2; B: 4; C: 0; D: 11; E: 8; F: 11; G: 0; H: -4; I: 12

2. CCCn1nnc(NC(=O)COc2ccc(Cl)cc2)n1
  A: -3; B: 0; C: 3; D: 10; E: -4; F: -4; G: -4; H: 0; I: 50

3. CCOC(=O)N1CCC(N(CCN(C)C)C(=S)Nc2ccc(OCC)cc2)CC1
  A: -7; B: -5; C: -11; D: 4; E: -5; F: 5; G: -14; H: 4; I: -4

4. OCCN1CCN(c2nc(N3CCCCC3)nc(N3CCCCC3)n2)CC1
  A: 11; B: -2; C: -5; D: 11; E: -18; F: 9; G: -52; H: -1; I: 0

5. CCOc1ccc(/C=C/C(=O)Nc2ccc3[nH]c(=O)[nH]c3c2)cc1
  A: -19; B: 5; C: 7; D: 10; E: 4; F: .; G: .; H: 4; I: -2[fluorescence artefact?]

6. Cn1c(SCC(=O)NCC2CCCO2)nnc1-c1cccc(NC(=O)c2ccccc2F)c1 (configuration not stated)
  A: 17; B: -5; C: 8; D: 23; E: -1; F: -11; G: -13; H: 5; I: 1

7. CCCN1C(=O)c2ccccc2NC1c1ccc(C)cc1 (configuration not stated)
  A: -21; B: 3; C: -7; D: -4; E: -2; F: 9; G: -1; H: -1; I: -3

8. O=C(CCN1C(=O)c2cccc3cccc(c23)C1=O)NCc1cccnc1
  A: 2; B: 1; C: -2; D: 7; E: 2; F: 4; G: 5; H: -4; I: -19

9. CCOc1ccc(NC(=O)CC)cc1
  A: -29; B: 0; C: -7; D: -7; E: 2; F: 20; G: -10; H: -1; I: -6

10. COc1ccc(C(=O)NCCn2ccc3ccccc32)cc1OC
  A: -2; B: -7; C: 5; D: 15; E: 0; F: 7; G: 5; H: 0; I: -4

11. COC(=O)c1sccc1NC(=O)Nc1cccc(C(C)=O)c1
  A: .; B: 1; C: -3; D: 1; E: -4; F: .; G: -14; H: -1; I: 7

12. CCn1c2ccccc2c2cc(NC(=O)N3CCOCC3)ccc21
  A: -7; B: 6; C: -8; D: 8; E: 4; F: -8; G: -1; H: 4; I: 6

13. Cc1ccc2c(c1)N(Cc1ccncc1)C(=O)C(C)O2 (configuration not stated)
  A: -25; B: 2; C: 2; D: 0; E: 4; F: -6; G: 0; H: 6; I: 14

14. O=C1C(c2ccc(F)cc2)N(CC2COc3ccccc3O2)C(=O)CN1C1CCCCC1 (configuration not stated)
  A: 3; B: 2; C: 4; D: -3; E: 5; F: .; G: -5; H: -1; I: 3

15. CC(=O)Nc1cccc(OCC(=O)/C=C2\N(C)c3ccccc3C2(C)C)c1
  A: -6; B: -2; C: -9; D: 2; E: 0; F: -23; G: -7; H: -1; I: -9

16. COc1ccc2c(c1)sc(=N)n2CC(=O)Nc1cc(C)cc(C)c1
  A: 4; B: -1; C: -1; D: 6; E: 1; F: -39; G: 0; H: -3; I: -3

17. Cc1cc(=O)nc2c3ccccc3n(C(C)C(=O)NCCC(C)C)n12 (configuration not stated)
  A: 0; B: 2; C: 3; D: 7; E: -4; F: .; G: -4; H: 0; I: 2

18. Fc1ccc(NC(=S)N2CCCc3ccccc32)cc1
  A: 0; B: 4; C: 1; D: 10; E: 1; F: 3; G: 18; H: 2; I: -11[fluorescence artefact?]

19. CN(C(=O)CSc1nc2ccccc2n1CCc1ccccc1)C1CCS(=O)(=O)C1 (configuration not stated)
  A: -27; B: -12; C: 2; D: 7; E: -1; F: 2; G: 2; H: -3; I: -3

20. CCOC(=O)N1CCC(N2C(=O)c3ccccc3C2Nc2ccccc2C)CC1 (configuration not stated)
  A: -2; B: -7; C: -6; D: 1; E: 0; F: -1; G: -4; H: -3; I: -9

21. COc1ccc(N(CC(=O)NCc2cccnc2)S(=O)(=O)c2c(C)nn(C)c2C)cc1
  A: 0; B: 0; C: -6; D: 1; E: -1[fluorescence artefact?]; F: -4; G: -2; H: 2; I: 1[fluorescence artefact?]

22. Cc1nn(C)cc1/C=N/NC(=O)Cn1nnc(N)n1
  A: 0; B: 7; C: 2; D: 6; E: 3; F: .; G: -5; H: -2; I: 2

23. CN1CCN(C(=O)CCN2C(=O)S/C(=C/c3ccc(Cl)cc3)C2=O)CC1
  A: 2; B: 0; C: 0; D: .; E: -2; F: 1; G: -4; H: 3; I: -11

24. COc1ccccc1NC(=O)c1cc(C(=O)Nc2ccccc2OC)cc(N2C(=O)CCC2=O)c1
  A: -14; B: 4; C: 6; D: 9; E: 9; F: 4; G: 3; H: -5; I: -12

25. Cc1ccccc1N(CC(=O)NCc1ccc2c(c1)OCO2)C(=O)CCC(=O)Nc1ccccn1
  A: 3; B: -2; C: -2; D: 14; E: -10; F: 11; G: 4; H: 0; I: -6

Reprinted from the part before: three compounds; new compounds follow.
Letter code: A = KLK5 inh; B = p97 inhibitor; C = FXIa inh 1536; D = FXIIa inh; E = eIF4E-4G inh; F = Rad51 HR inh; G = Mdm2 ligase inh; H = Wee1 degr inh; I = 14-3-3 Bad PPI
23. CN1CCN(C(=O)CCN2C(=O)S/C(=C/c3ccc(Cl)cc3)C2=O)CC1
  A: 2; B: 0; C: 0; D: .; E: -2; F: 1; G: -4; H: 3; I: -11

24. COc1ccccc1NC(=O)c1cc(C(=O)Nc2ccccc2OC)cc(N2C(=O)CCC2=O)c1
  A: -14; B: 4; C: 6; D: 9; E: 9; F: 4; G: 3; H: -5; I: -12

25. Cc1ccccc1N(CC(=O)NCc1ccc2c(c1)OCO2)C(=O)CCC(=O)Nc1ccccn1
  A: 3; B: -2; C: -2; D: 14; E: -10; F: 11; G: 4; H: 0; I: -6

26. Cc1ccccc1OCCCCn1c(CO)nc2ccccc21
  A: 0; B: -1; C: -3; D: 4; E: 2; F: -2; G: 7; H: 2; I: -5

27. COc1ccccc1-c1nnc(SCC(=O)Nc2cc(C)on2)o1
  A: -13; B: -2; C: -2; D: 18; E: -2; F: 14; G: -2; H: 0; I: 6

28. Cn1c(=O)n(Cc2ccccc2F)c(=O)c2c1nc1n2CCCN1CCc1ccccc1
  A: -22; B: 0; C: -3; D: 10; E: -3; F: 7; G: -3; H: -1; I: -18

29. O=C1NC(=O)c2cc(NC(=O)C3CCCCC3)ccc21
  A: -34; B: 3; C: -5; D: 6; E: 4; F: 4; G: -17; H: 1; I: 0

30. Cc1ccc(-n2c(CNc3ccc(F)cc3)nnc2SCC(=O)NCc2ccco2)cc1
  A: 20; B: 5; C: -13; D: 0; E: 6; F: -10; G: -9; H: 0; I: -16

31. Nc1cc(=O)[nH]c(SCC(=O)Nc2cc(Cl)cc(Cl)c2)n1
  A: -2; B: -7; C: -3; D: 8; E: 2; F: -1; G: -13; H: -2; I: -14[fluorescence artefact?]

32. O=C(N/N=C1\SCC(=O)N1CCc1ccccc1)c1cccs1
  A: 0; B: -4; C: -4; D: 3; E: 1; F: 2; G: 2; H: 2; I: -9

33. Cc1nnc(NC(=O)NCN2C(=O)C3C4C=CC(C4)C3C2=O)s1 (configuration not stated)
  A: 0; B: 6; C: 6; D: 19; E: 5; F: -6; G: -4; H: -1; I: 6

34. CCOC(=O)c1cn2nc(N3CCCCC3)ccc2n1
  A: 2; B: 1; C: 1; D: 1; E: -1; F: 3; G: -73; H: -1; I: 0

35. Clc1ccc(-c2nnc3c4ccccc4nc(N4CCOCC4)n23)cc1Cl
  A: 6; B: 5; C: 3; D: -2; E: 8; F: .; G: -7; H: -3; I: 2

36. COCCNC(=O)/C(C#N)=C/c1c(N2CC(C)OC(C)C2)nc2ccccn2c1=O (configuration not stated)
  A: -14; B: -1; C: -3; D: 5; E: -2; F: 1; G: 1; H: -2; I: -17

37. O=c1[nH]nc(CNc2ccc(OC(F)(F)F)cc2)c2ccccc12
  A: -7; B: 3; C: -7; D: -1; E: -2; F: 5; G: 4; H: 5; I: 6

38. CCC(=O)Oc1ccc(C(=O)Nc2cccc(C(=O)NC(C)(C)C)c2)cc1
  A: -10; B: 5; C: -5; D: 3; E: -1; F: 28; G: -17; H: 2; I: 2

39. COc1ccc(CCNC(=O)/C(=C/c2cccnc2)NC(=O)c2ccccc2)cc1OC
  A: -3; B: 2; C: -3; D: 7; E: -4; F: 10; G: -11; H: 0; I: -10

40. COCCn1c(C)cc(C(=O)COC(=O)C23CC4CC(CC(O)(C4)C2)C3)c1C
  A: -1; B: -5; C: -2; D: 7; E: -4; F: -1; G: -51; H: 2; I: 7

41. COC(=O)C1CCN(C(=O)COC(=O)CC(NC(N)=O)c2ccc(Cl)cc2)CC1 (configuration not stated)
  A: 2; B: -1; C: 1; D: 3; E: -7; F: 3; G: -4; H: 0; I: 9

42. Cc1cccc(-c2nnc(SCC(=O)Nc3ncccn3)n2C)c1
  A: 0; B: -7; C: -7; D: 4; E: -4; F: -4; G: -14; H: -4; I: 3

43. COc1ccc2nc(NC(=O)C3COc4ccccc4O3)sc2c1 (configuration not stated)
  A: -8; B: -8; C: 0; D: 11; E: -1; F: 1; G: -39; H: 0; I: -3

44. Cc1[nH]c2ccccc2c1/C=C/C(=O)c1ccncc1
  A: 6; B: 2; C: 7; D: 9; E: -2; F: -47; G: -21; H: -4; I: 2

45. N#Cc1c(N)nc2c3c(sc(=N)c2c1N)NC(=O)CC3c1c(F)cccc1Cl (configuration not stated)
  A: 68*; B: 7; C: 5; D: 15; E: -62[fluorescence artefact?]; F: -13; G: -31; H: 3; I: -69[fluorescence artefact?]

46. CS(=O)(=O)Nc1cccc(C2=NN(S(=O)(=O)c3ccccc3)C(c3ccco3)C2)c1 (configuration not stated)
  A: 0; B: 1; C: -4; D: 7; E: -3; F: -4; G: -5; H: 5; I: -8

47. CNC(=O)NNC(=O)c1nc(-c2ccccc2)c(C)o1
  A: 42*; B: -2; C: 33; D: 27; E: 8; F: -24; G: -11; H: 0; I: -7

48. Cc1ccc(C2C(/C=C3/SC(=S)NC3=O)=C(c3cccs3)Oc3ccccc32)cc1 (configuration not stated)
  A: 1; B: -1; C: -4; D: 10; E: -2[fluorescence artefact?]; F: -5; G: -6; H: 1; I: 1

49. COc1cc2[nH]c(=O)n(CCCCCC(=O)NCCc3c[nH]c4ccccc34)c(=O)c2cc1OC
  A: -2; B: 4; C: -10; D: -11; E: -1; F: 0; G: -10; H: 0; I: 5

50. Nc1ccccc1-c1n[nH]c(=S)s1
  A: -8; B: 4; C: -5; D: -2; E: 4; F: 2; G: -15; H: 3; I: 5

Compound activity deposited in PubChem by several laboratories.
